# Screens deposited in PubChem by several laboratories.
# STEP block = STEP (human) phosphatase inhibition; P54829; recombinant STEP, OMFP fluorogenic substrate, fluorescence; inhibition, % at 20 µM; actives 0.25% (n = 360,000); AID 588621;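 active = inhibition at 20 µM, scaled per plate between control wells, above about 37%, limit read from the data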;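 note: 0% = DMSO with enzyme and substrate and 100% = substrate only without enzyme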
#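 medium = Bis-Tris buffer pH 6.0, 2.5 mM DTT, 0.005% Tween 20 | test system = STEP (striatal-enriched tyrosine phosphatase) enzyme, cell-free | measure = normalized % inhibition | compound dosing = 20 µM, 1% DMSO | also added = 25 µM OMFP | schedule = reaction 20 min, ambient temperature | measured by = fluorescence read at 480 nm ex / 540 nm em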
# SUMO1-SIM PPI = alters human SUMO1 binding to SIM partners; SUMO1 binding to a labelled peptide, TR-FRET, 1 h; inhibition, % at 20 µM; actives 0.33% (n = 360,000); in the data active = inhibition above about 37%
# Target sequence (P63165 whole entry, looked up): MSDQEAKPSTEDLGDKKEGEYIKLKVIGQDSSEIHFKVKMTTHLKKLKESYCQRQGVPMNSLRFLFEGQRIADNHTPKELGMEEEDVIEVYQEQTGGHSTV
# LMPTP block = blocks human LMPTP phosphatase. P24666. recombinant LMPTP-A, OMFP fluorogenic substrate, fluorescence intensity. inhibition, % at 20 µM. actives 0.22% (n = 360,000);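 active = compounds that cut the enzyme signal by at least half of the control window in the single-dose screen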;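 note: plate controls were DMSO wells with enzyme plus substrate for no effect and substrate without enzyme for full effect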
#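 Material: LMPTP-A; amount: 0.625 nM enzyme; doses: single 20 µM dose; times: reaction 50 min, room temperature, dark; technique: fluorescence intensity of OMFP turnover product; benchmarks: no-enzyme and uninhibited controls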
# DNMT1 block = inhibitors of human DNMT1 | P26358 | DNMT1 molecular beacon, Hinp1I cleavage, fluorescence | inhibition (reported as % activation of signal), % at 10 µM | actives 0.83% (n = 360,000); in the data active = inhibition above about 50%
# Rpn11 inh = Rpn11 (human) deubiquitinase inhibition | O00487 | human 26S proteasome, Ub4-pepOG fluorescence polarization; 20S core pre-blocked with epoxomicin | calls only at 20 µM | actives 0.59% (n = 360,000) | AID 588493;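 active = inhibition at 20 µM, scaled to each plate's controls, above about 33%, limit read from the data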
# Target sequence (O00487 whole entry, looked up): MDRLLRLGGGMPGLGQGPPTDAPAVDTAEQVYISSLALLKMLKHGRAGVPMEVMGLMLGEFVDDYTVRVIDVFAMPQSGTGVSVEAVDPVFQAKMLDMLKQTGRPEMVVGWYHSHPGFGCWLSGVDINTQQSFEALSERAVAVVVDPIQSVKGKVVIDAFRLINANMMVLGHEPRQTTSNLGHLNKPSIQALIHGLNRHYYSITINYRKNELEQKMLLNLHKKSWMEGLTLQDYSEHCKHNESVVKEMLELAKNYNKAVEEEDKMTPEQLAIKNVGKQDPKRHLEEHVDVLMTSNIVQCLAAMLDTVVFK
# NadD inh = NadD (S. aureus) enzyme inhibition; purified NadD enzyme, colorimetric absorbance read-out; inhibition, % at 20 µM; actives 0.78% (n = 360,000); in the data active = inhibition above about 26%; note: some compounds past the cut are filed as inactive
# Scp1 inh = Scp-1 (human) phosphatase inhibition; inhibition, % at 20 µM; actives 0.88% (n = 340,000); Recombinant Scp1, phosphopeptide, malachite green phosphate absorbance; Q9GZU7;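 active = inhibition above about 50% at 20 µM, limit read from the data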;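 note: plate controls were DMSO wells with enzyme for no effect and wells lacking enzyme for full effect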
# Target sequence (Q9GZU7 76-261 limits assumed): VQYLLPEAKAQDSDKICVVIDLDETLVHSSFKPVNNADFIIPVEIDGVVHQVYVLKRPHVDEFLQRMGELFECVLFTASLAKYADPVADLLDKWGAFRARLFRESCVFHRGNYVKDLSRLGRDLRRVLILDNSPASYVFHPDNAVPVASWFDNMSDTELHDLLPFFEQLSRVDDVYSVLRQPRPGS
#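 Times: enzyme reaction 45 min at room temperature, colour 5 min, stabilisation 30 min. Material: SCP-1 catalytic fragment, aa 76-261. Medium: Acidic Tris acetate buffer with magnesium and detergent. Signal: colorimetric free-phosphate detection, absorbance 630 nm. Read-out basis: % inhibition of SCP-1 phosphate liberation. Reagent: Phosphorylated 17-residue peptide substrate.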
# Tb MetRS inh = Trypanosoma brucei MetRS inhibition; purified T. brucei MetRS, ATP depletion, Kinase-Glo luminescence; inhibition, % at 11.9 µM; actives 0.4% (n = 360,000);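 active = inhibition above a per-plate cutoff of the control wells' mean inhibition plus 3 SD, cut at about 5.5% in these data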;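 note: 0% = DMSO wells median and 100% = median of wells with control inhibitor compound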
#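 Material: T. brucei methionyl-tRNA synthetase, purified; reagent: substrates ATP, L-methionine and bulk Escherichia coli tRNA; dosing: 11.9 µM single point; timing: 15 min plus 2 h at 25 °C; detection: luminescence of leftover ATP; evaluation: % inhibition; control set: DMSO-only wells as low control; replicates: singlicate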
# MsrA inh = inhibitors of bovine MsrA | inhibition, % at 15.5 µM | actives 0.75% (n = 360,000) | AID 651718 | purified bovine MsrA, absorbance read-out; in the data active = inhibition above about 4.5%;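 note: 0% = vehicle wells with enzyme and 100% = reference inhibitor wells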
# CSN inh = inhibitors of human CSN-mediated cullin deneddylation. Q92905. Purified CSN, SCF-Nedd8-OG deneddylation, fluorescence polarization. actives 0.38% (n = 360,000). inhibition, % at 12.5 µM. AID 651999;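 active = pattern-corrected inhibition above about 35%, with an unprinted fluorescence ratio check between 0.5 and 1.5, limit read from the data, passing the limit was not always enough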;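 note: 0% = enzyme with substrate and 100% = substrate without enzyme; some results filed as inactive read as strong as hits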
# Target sequence (Q92905 whole entry, looked up, one chain of several): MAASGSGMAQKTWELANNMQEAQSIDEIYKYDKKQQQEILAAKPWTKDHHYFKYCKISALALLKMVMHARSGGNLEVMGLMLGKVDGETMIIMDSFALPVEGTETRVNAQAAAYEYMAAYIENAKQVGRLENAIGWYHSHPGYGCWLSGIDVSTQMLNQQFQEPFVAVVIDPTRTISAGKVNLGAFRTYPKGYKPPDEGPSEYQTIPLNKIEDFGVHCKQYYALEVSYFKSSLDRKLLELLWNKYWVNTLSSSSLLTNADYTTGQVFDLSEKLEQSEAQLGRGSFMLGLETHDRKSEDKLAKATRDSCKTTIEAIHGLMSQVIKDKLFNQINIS
#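 Schedule: reaction 90 min, room temperature / Assay system: HEK293T-derived human Csn5 enzyme / Input: Csn5 at 0.24 nM final / Measure: inhibition of Csn5 cleavage, % / Control set: substrate-only high control, full reaction low control / Technique: fluorescence polarization of the substrate / Buffer or medium: Tris/NaCl/DTT buffer, pH 7.5 / Reagent: SCFSkp2-Nedd8OG substrate at 10 nM final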
# Starred values were filed as active, the others as inactive; i = inactive; . = no result given.
SMILES,STEP block,SUMO1-SIM PPI,LMPTP block,DNMT1 block,Rpn11 inh,NadD inh,Scp1 inh,Tb MetRS inh,MsrA inh,CSN inh
CC1=C(C(=O)Nc2ccccc2)C(c2ccco2)C(C#N)=C(SCC(N)=O)N1 (stereo not drawn),1,-6,-2.1,1,i,3,-7,0.1,2.4,-2
CC(NC(=O)c1cccnc1)C(c1cccs1)N1CCN(C)CC1 (stereo not drawn),4,0,-3.1,0,i,-3,-4,-0.7,-0.9,3
CC(C)(C)C(=O)N1CCc2cc(-c3csc(N)n3)ccc21,10,-7,2.4,-9,i,2,1,-0.5,0.3,0
O=C(Nc1cccc(OC(F)(F)F)c1)C1Cc2c(-c3ccc4c(c3)OCO4)ccnc2O1 (stereo not drawn),-1,-4,3.9,-4,i,2,.,0.3,1.1,-2
O=C(c1c[nH]c2ccccc12)C(O)C(c1ccccc1)N1CCOCC1 (stereo not drawn),5,2,0.1,3,i,-1,-5,1.2,1.3,-7
N#Cc1cccc(CSc2ncnc(N)n2)c1,0,-2,-2.3,0,i,-3,1,-1.0,0.6,1
O=C(Nc1ccc(Cl)cn1)c1cccc(S(=O)(=O)N2CCCC2)c1,-2,3,2.9,2,i,-7,-5,-0.8,-0.2,3
Cc1c(C)c2ccc(OC(C)C(=O)NCCCn3ccnc3)c(C)c2oc1=O (stereo not drawn),-1,-2,0.0,2,i,-6,-7,0.2,0.2,2
CSc1ccc(CN2CCC(C)(Oc3ccc(F)cc3)C2)cc1 (stereo not drawn),-2,0,1.6,3,i,-3,.,-0.3,0.3,1
CN(C)c1cc2c(cc1NC(=O)c1ccccc1Cl)n(C)c(=O)n2C,-1,7,-1.0,3,i,-7,-10,-1.4,2.2,4
CCOC(=O)c1[nH]c(C)c(C(=O)NC(C)(C)C)c1C,6,-1,0.5,0,i,1,3,-0.6,1.2,-1
CCOc1ccc2[nH]c(=O)c(CN(CCO)C(c3nnnn3C3CCCCC3)C(C)C)cc2c1 (stereo not drawn),-5,1,-1.3,-9,i,7,4,3.8,0.0,-3
CC(C)NC(=O)c1cc(-c2cccs2)on1,-2,-5,-2.6,4,i,-3,0,-1.3,-0.2,0
CCOC(=O)C(C)Sc1nc(=O)n2cc(C)ccc2n1 (stereo not drawn),-2,3,-0.4,0,i,-2,-6,0.6,2.4,-8
O=C(Nc1ccc(Cl)cc1)Nc1cc([N+](=O)[O-])ccc1F,-2,-5,0.4,5,i,-3,-5,0.5,-0.4,-16
Nc1ncnc2c1ncn2[C@@H]1O[C@H](CNC(=O)[C@@H]2CCN2)[C@@H](O)[C@H]1O,-2,-1,-1.0,4,i,1,1,-0.6,-1.5,0
c1cncc(C2OCC3(CO2)COC(c2cccnc2)OC3)c1 (stereo not drawn),-2,-3,0.3,-5,i,-6,2,-0.3,0.2,-2
Cc1ccc2nc(-c3ccc(NC(=O)c4cccnc4)cc3)oc2c1,0,0,1.0,-19,i,-15,-8,0.1,-0.3,-2
O=C(NCC1CCCO1)c1ccc(COc2ccc(Br)cc2)cc1 (stereo not drawn),2,0,0.3,1,i,-1,0,0.0,-0.1,0
O=C(CC1CCCCC1)NCc1ccccn1,-4,0,-1.2,-1,i,-2,-4,-0.8,-0.2,4
COc1ccc(CN(C)C(=O)Cc2ccc(OC)c(S(=O)(=O)N3CCOCC3)c2)cc1,0,-17,-9.1,1,i,4,-3,-0.1,1.5,-3
CCS(=O)(=O)Nc1cc(C(=O)OC)ccc1C(=O)OC,11,7,-0.4,-13,i,0,-5,-0.8,-0.9,-1
O=C1C=C(NCCOC23CC4CC(CC(C4)C2)C3)C2(CCCCC2)O1,-2,1,0.8,2,i,-12,6,-0.8,-1.0,-4
Cc1occc1C(=O)NCc1ccccc1F,0,1,0.9,-6,i,-1,12,0.3,-1.0,-2
COCc1ccc(C(=O)N2CCCC(N3CCN(c4ccccc4C)CC3)C2)s1 (stereo not drawn),-4,-3,-1.7,1,i,-4,-8,-0.8,0.6,3
NC(=O)CSc1nnc(Cc2csc(Nc3ccc(F)cc3)n2)n1Cc1ccccc1,-5,3,0.2,-1,i,-5,4,2.5,-1.5,3
CCn1c(SCC(=O)Nc2ccc(C(C)=O)cc2)nc2nc3c(cc2c1=O)CCCC3,2,2,0.3,-7,i,-7,1,-0.2,0.1,-3
Cc1cc(C)c2cc(C#N)c(SCC(=O)NCC3CCCO3)nc2c1 (stereo not drawn),3,-18,-0.3,7,i,1,-8,0.1,0.8,-2
COc1ccc(NC(=O)COC(=O)c2ccc(-n3nc(C)cc3C)cc2)cc1OC,0,2,-0.9,-2,i,-1,-4,0.6,-0.7,-3
O=C(COc1ncnc2ccccc12)Nc1cc(S(=O)(=O)N2CCOCC2)ccc1Cl,-2,1,-0.5,1,i,1,1,1.0,-0.3,1
COC(=O)CC1=C(C(=O)OC)C(c2ccncc2)C(C#N)=C(N)O1 (stereo not drawn),-3,5,-1.6,0,i,-2,-15,0.6,-0.1,-1
CCc1nc2ccc(C(=O)N(CC)CCN(C)C)cn2c1N(C)C(=O)C1CCCCC1,-1,-1,-2.1,1,i,7,.,-0.2,-0.8,0
Cc1nnc(NC(=O)CSc2cn(Cc3ccccc3)c3ccccc23)s1,1,-3,0.8,-7,i,-4,-1,-1.3,0.4,-1
COc1ccccc1CCN=C(N)NS(=O)(=O)c1ccc(C)c(C)c1,0,2,-0.8,2,i,1,-6,-0.1,0.0,-1
COc1ccc(C(CC(=O)O)NC(C)=O)cc1OC (stereo not drawn),1,1,-3.0,0,i,2,-5,-0.7,-1.6,3
COc1ccc([N+](=O)[O-])c(OC)c1C(=O)NC(=O)Nc1c(F)cc(F)cc1F,-1,-14,-1.6,1,i,-2,0,3.2,1.5,-1
CC1=CC(C)(C)N(S(=O)(=O)c2ccc(C)cc2)c2ccccc21,2,-1,4.5,7,i,-3,-10,-0.8,0.3,-1
c1cc(C2OCCN2CC2COC3(CCCC3)O2)ccn1 (stereo not drawn),1,3,0.5,2,i,-4,-12,-0.8,0.6,-10
O=C(COC(=O)c1cc(=O)[nH]c2ccccc12)c1ccccc1,-3,-2,-1.0,3,i,-5,-7,0.7,1.1,-8
COCC(C)NC(=O)C1CC(c2cccc(Br)c2)=NO1 (stereo not drawn),-1,-2,-1.6,1,i,-1,1,-1.9,-0.2,1
NS(=O)(=O)c1ccc(CCNC(=O)C2CC(=O)N(Cc3ccccc3Cl)C2)cc1 (stereo not drawn),-3,-4,-0.9,9,i,3,-6,-0.2,0.6,12
N#Cc1cn(Cc2ccccc2)c(=O)[nH]c1=O,-1,3,0.3,4,i,-1,4,-1.1,-0.5,-7
CCOC(=O)N1CCN(C(=O)CSc2ccc(-c3ccccc3)nn2)CC1,2,0,-1.3,4,i,-3,7,-0.9,0.6,-11
C=CCOc1ccc(Br)cc1/C=N/O,7,-3,-1.7,-2,i,-8,1,0.1,-0.4,-1
CCC(C)(C)NC(=O)C(c1ccc(OC)cc1)N(C(=O)CCC(=O)Nc1cc(C)on1)c1ccccc1F (stereo not drawn),-3,2,-0.2,0,i,-4,-5,-0.6,-0.5,0
CC12CCC(=O)N1C(C(=O)Nc1nc3ccc(F)cc3s1)CS2 (stereo not drawn),-3,1,-2.2,2,i,-6,-5,-0.3,-0.7,2
CCOC(=O)c1c(/N=C/N(C)C)sc(C)c1C,2,1,0.3,3,i,-5,6,0.1,1.4,4
CCOc1cc(C2Nc3ccccc3NC3=C2C(=O)CC(C)(C)C3)ccc1OC(C)=O (stereo not drawn),0,-3,0.5,1,i,11,0,-0.4,2.9,0
COc1cccc(C(=O)NCCSc2c(C)[nH]c3ccccc23)c1OC,-4,-2,1.8,-6,i,-3,-17,-0.3,-1.2,-4
Cn1c(=O)c(C(=O)CSc2nnc(Nc3ccccc3)s2)c(N)n(Cc2ccccc2)c1=O,-5,-3,0.3,15,i,21,7,-0.3,0.1,4

# In a second layout: 2 of the compounds above.
> COc1ccc([N+](=O)[O-])c(OC)c1C(=O)NC(=O)Nc1c(F)cc(F)cc1F
- STEP block: -1
- SUMO1-SIM PPI: -14
- LMPTP block: -1.6
- DNMT1 block: 1
- Rpn11 inh: i
- NadD inh: -2
- Scp1 inh: 0
- Tb MetRS inh: 3.2
- MsrA inh: 1.5
- CSN inh: -1
> CC1=CC(C)(C)N(S(=O)(=O)c2ccc(C)cc2)c2ccccc21
- STEP block: 2
- SUMO1-SIM PPI: -1
- LMPTP block: 4.5
- DNMT1 block: 7
- Rpn11 inh: i
- NadD inh: -3
- Scp1 inh: -10
- Tb MetRS inh: -0.8
- MsrA inh: 0.3
- CSN inh: -1

# Further records follow:
SMILES,STEP block,SUMO1-SIM PPI,LMPTP block,DNMT1 block,Rpn11 inh,NadD inh,Scp1 inh,Tb MetRS inh,MsrA inh,CSN inh
Cc1cc(C)n(-c2nnc(N3CCN(c4ccc(F)cc4)CC3)nn2)n1,4,-21,0.6,-6,i,-2,9,-0.6,0.1,-4
Cc1cc(C)n2nc(CC(=O)NNC(=O)COc3ccccc3)nc2n1,-2,4,-0.6,-2,i,-2,-8,-0.1,-0.5,2
CCc1c(C(=O)NC2CCCC2)csc1C,-1,1,4.1,5,i,-4,-4,-1.4,0.5,4
CC(C)NC(=O)Nc1ccc2c(c1)C(=O)N([C@H](C)CO)C[C@H](C)[C@@H](CN(C)C(=O)NC1CCCCC1)O2,-2,6,-1.2,1,i,-4,-3,-0.5,-0.1,-2
Cc1cc(NC(=O)c2cc([N+](=O)[O-])ccc2Cl)no1,-2,-30,-1.9,-3,i,-6,-4,0.3,0.9,-2
COc1ccc2sc(N3C(=O)C4CC=C(C)CC4C3=O)nc2c1 (stereo not drawn),1,0,0.1,0,i,-3,1,-0.2,-0.9,-6
COc1ccc(CN2CCNC(=O)C2CC(=O)NC2CCCCC2)c(OC)c1 (stereo not drawn),3,0,-1.2,-2,i,5,-5,0.5,-0.3,-1
CC1CCCN(C(=O)c2cn(-c3ccccc3)nc2-c2cccnc2)C1 (stereo not drawn),-1,2,-1.4,0,i,3,2,-0.3,0.3,-4
Fc1ccc(-c2nc3ccc(Br)cn3c2Cc2ccccc2)cc1,3,-12,2.9,8,i,5,.,1.0,0.2,2
